TGFb SMAD3 inh = inhibitors of TGF-b signaling; Potency, µM (top dose mostly 46.1 µM), without a hit: at the top dose activity, negative = inhibition, hits mostly inhibitors; 410,000 compounds, 1.2% hits; HepG2 CAGA-GFP TGF-b/SMAD3 reporter, GFP fluorescence, 18 h; TGF-beta stimulated, 500 pg/mL final; also: potency is read from the fitted curve at half-maximal effect; % is scaled to controls: 0 for no effect and ±100 for the full control effect; nearly all actives have a fitted effect of over 65% in size
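First, reporter cells (HEPG2 CAGA-GFP) rested 2 h at 37 degrees C. Next, compounds were pinned in and TGF-beta added to 500 pg/mL final. After 18 h, GFP was imaged per cell and summed per well.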
CCT chaperon mod = modulators of cytosolic chaperonin (CCT/TRiC) activity. purified chaperonin ATPase assay, HTRF ADP detection, 30 min. AID 651819. 360,000 compounds, 0.3% hits. activity change, % (concentration not given with the values), hits read low; in the data active = activity change below about -30%; also: % is scaled to controls: 0 for no effect and ±100 for the full control effect
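Enzyme 40 or 20 nM (batch-dependent) in Tris pH 7.4/KCl/MgCl2/DTT; cpd 76 uM single point; ATP 10 uM; 30 min 37 °C; Transcreener ADP HTRF detection, 30 min RT; ratio 665/615.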
Nrf2 inh = Nrf2 pathway inhibition | A549 ARE-Fluc reporter, luciferase luminescence, 18-24 h | Potency, µM (doses to about 46 µM), without a hit: at the top dose activity change, negative = inhibition, actives largely listed as inhibitors | 360,000 compounds, 2.1% hits | AID 504444; also: potency is read from the fitted curve at half-maximal effect; % is scaled to controls: 0 for no effect and ±100 for the full control effect; nearly all actives have a fitted effect of over 60% in size
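Cells were seeded and rested 2 h, then exposed to compounds for 18-24 h. CellTiter-Fluor was read first as a viability measure. BugLite was added 15 min before the final luminescent read of ARE-luciferase activity in A549 cells.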
pAkt inh = inhibitors of Akt phosphorylation; Neuro2A IGF-stimulated pAkt S473 HTRF, 20 min; active compounds read low; activity change, % for hits at 50 µM; 360,000 compounds, 0.32% hits; AID 651550; in the data active = activity change below about -80%; inconclusive = mostly about -51% to -80%; also: % is scaled to controls: 0 for no effect and ±100 for the full control effect
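Neuro2A cells in DMEM with 0.5% FBS, overnight at 37 deg C, given compound at single 50 µM final, then IGF (6 nM final) for 20 min at 37 deg C. Lysed; phospho-Akt Ser473 by HTRF after 24 h, 665/615 ratio.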
Nrf2 ARE act = activates Nrf2 signaling; AREc32 ARE-luciferase reporter (MCF7-derived line), luminescence, 24 h; Potency, µM (doses to about 46.1 µM), for the others: top-dose activation, most hits filed as activators; 410,000 compounds, 0.31% hits; AID 624171; also: potency is read from the fitted curve at half-maximal effect; % of control where 0% means no effect; nearly all actives have a fitted effect of over 65% in size
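Quantitative high-throughput format: AREc32 reporter cells, 1000 per well, received compound by pin transfer and were incubated 24 hr at 37 deg C, 5% CO2, before Steady-Glo luminescence detection.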
A549 viability = A549 cytotoxicity, counter-screen for Nrf2 inhibitors | A549 ARE-Fluc cells, CellTiter-Fluor viability, 18-24 h | Potency, µM (doses to about 46 µM), inactives show at the highest dose activity change, negative = cytotoxicity, hits mostly inhibitors | 390,000 compounds, 0.16% hits; also: potency is read from the fitted curve at half-maximal effect; % is scaled to controls: 0 for no effect and ±100 for the full control effect
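A549 ARE_Fluc cells in 5% FBS OPTI-MEM were exposed to compounds in concentration-response for 18-24 h at 37 deg C. Viability was read by CellTiter-Fluor fluorescence (Ex 405/Em 525) after 30 min, before the luciferase read.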
MmCpn inh = M. maripaludis TRiC chaperonin inhibition; purified Mm-Cpn ATPase, ADP Transcreener TR-FRET; Potency, µM (titrated, usually from 76.9 µM), for the others: top-dose activity, negative = inhibition, most hits filed as inhibitors; 330,000 compounds, 0.031% hits; AID 504842; also: potency is read from the fitted curve at half-maximal effect; % is scaled to controls: 0 for no effect and ±100 for the full control effect; nearly all actives have a fitted effect of over 80% in size
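Reaction buffer contained 30 mM Tris pH 7.4, 100 mM KCl, 5 mM MgCl2 and 1 mM DTT. Mm-CPN (25 nM final) hydrolysed 10 uM ATP over 30 min at 37°C; ADP was read by HTRF.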
S2 tox = reduces viability in counter-screen for ATXN expression inhibitors; S2 cells (HEK-293 line with an ATXN2-luciferase reporter) viability, CellTiter-Fluor protease fluorescence, 24 h; Potency, µM (doses to about 56.7 µM), most hits filed as cytotoxic; 400,000 compounds, 0.49% hits; also: potency is read from the fitted curve at half-maximal effect; nearly all actives have a fitted effect of over 40% in size
HepG2 viability = kills HepG2 cells in TGF-b inhibitor counter-screen | HepG2 CAGA-GFP viability, ATP luminescence, 18 h | Potency, µM (highest dose often 46.1 µM), for inactives: at the top dose activity change, negative = cytotoxicity, actives largely listed as cytotoxic | 410,000 compounds, 0.76% hits | AID 588856; also: potency is read from the fitted curve at half-maximal effect; some results filed as inactive show a strong effect at the top dose
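HepG2 CAGA-GFP cells (1000/well, DMEM with 1% FBS) received compound, then TGF-beta at 500 pg/mL final, and were incubated 18 hours at 37 degrees C. Viability was read by CellTiter-Glo luminescence. Media-only wells were set as complete cell-killing and DMSO as no toxicity.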
Active calls of the source: *; [ ] = remark or other dose. Unless noted, calls follow the shape of the dose curve; as a rule, active = well fitted curve in the direction sought with a large enough effect; inconclusive = small, poorly fitted or top-dose-only effect, or another doubt; inactive = no such curve, though single readings can be large; an effect the other way counts as inactive or inconclusive.

N#CC1(NC(=O)COC(=O)c2nc(Cl)c(Cl)c(N)c2Cl)CCCCC1 was read as TGFb SMAD3 inh 15%, CCT chaperon mod -1.6, Nrf2 inh inconclusive, pAkt inh inactive, Nrf2 ARE act 0.6%, A549 viability 1%, MmCpn inh 0%, S2 tox inactive and HepG2 viability 0%.
For CCc1ccc(N2CCn3c2nc2c3c(=O)n(C/C=C/c3ccccc3)c(=O)n2C)cc1 the results were TGFb SMAD3 inh -11%, Nrf2 inh -11%, Nrf2 ARE act -0.4%, A549 viability 0% and HepG2 viability 0%.
COc1ccc(-c2noc(CCC(=O)N3CCN(c4ccccc4Cl)CC3)n2)cc1 was read as TGFb SMAD3 inh inconclusive, CCT chaperon mod 0.4, Nrf2 inh -10%, pAkt inh inactive, Nrf2 ARE act 4.8%, A549 viability 0%, MmCpn inh 6%, S2 tox inactive and HepG2 viability -24%.
Screening O=C1C(=O)N(C/C=C/c2ccccc2)c2ccccc21 returned TGFb SMAD3 inh inconclusive, CCT chaperon mod -0.6, Nrf2 inh -3%, pAkt inh inactive, Nrf2 ARE act 0.4%, A549 viability 8%, MmCpn inh 1%, S2 tox inactive and HepG2 viability -24%.
Screening COC(=O)C1=C(C)NC(=O)C1(NC(=O)c1cc(OC)c(OC)c(OC)c1)C(F)(F)F (stereo unspecified) returned TGFb SMAD3 inh -13%, Nrf2 inh -8%, Nrf2 ARE act -1.1%, A549 viability -6%, S2 tox inactive and HepG2 viability -13%.
O=C(CSc1nnc(-c2ccco2)o1)N1c2ccccc2CCc2ccccc21 was read as TGFb SMAD3 inh inconclusive, CCT chaperon mod -5.1, Nrf2 inh inconclusive, pAkt inh inactive, Nrf2 ARE act 0.7%, A549 viability -3%, MmCpn inh 1%, S2 tox inactive and HepG2 viability -4%.
`COC(=O)c1ccc2c(c1)NC(=O)C(N1CCOCC1)S2` (stereo unspecified) gave TGFb SMAD3 inh 6%, CCT chaperon mod -4.0, Nrf2 inh inconclusive, pAkt inh inactive, Nrf2 ARE act -0.3%, A549 viability 0%, MmCpn inh -2%, S2 tox inactive and HepG2 viability 2%.
Nc1ncn(-c2ncc(C(F)(F)F)cc2Cl)n1 was read as TGFb SMAD3 inh -3%, CCT chaperon mod -0.4, Nrf2 inh 22%, pAkt inh inactive, Nrf2 ARE act 0.3%, A549 viability 1%, MmCpn inh 1%, S2 tox inactive and HepG2 viability 1%.
C=CCn1c(SCC(=O)NCC2CCCO2)nnc1-c1ccccc1 (stereo unspecified) was read as TGFb SMAD3 inh 6%, CCT chaperon mod 0.3, Nrf2 inh -7%, pAkt inh inactive, Nrf2 ARE act -0.4%, A549 viability -5%, MmCpn inh 1%, S2 tox inactive and HepG2 viability 5%.
`O=C(COC(=O)/C=C/c1ccccc1)NCCC1=CCCCC1` gave TGFb SMAD3 inh -27%, CCT chaperon mod 1.9, Nrf2 inh 12%, pAkt inh inactive, Nrf2 ARE act 4.4%, A549 viability -10%, MmCpn inh 1% and HepG2 viability -4%.
Screening CCN1CCN(CCCNC(=O)Cn2nc(C)n3c(cc4cc(C)ccc43)c2=O)CC1 returned TGFb SMAD3 inh 0%, Nrf2 inh 9%, Nrf2 ARE act -0.2%, A549 viability 5% and HepG2 viability 0%.
`O=C1c2cccc3cccc(c23)C(=O)N1CCc1ccccc1` gave TGFb SMAD3 inh -5%, CCT chaperon mod -4.8, Nrf2 inh inconclusive, pAkt inh inactive, Nrf2 ARE act inconclusive, A549 viability -4%, MmCpn inh 0%, S2 tox inactive and HepG2 viability 2%.
O=C(NCCc1ccccc1)c1cccc(S(=O)(=O)N2CCCCC2)c1 was read as TGFb SMAD3 inh -21%, CCT chaperon mod 1.4, Nrf2 inh inconclusive, pAkt inh inactive, Nrf2 ARE act 3.8%, A549 viability -19%, MmCpn inh 0%, S2 tox inactive and HepG2 viability -7%.
`O=C(COc1ccccc1F)N/N=C1\CCCc2ccccc21` gave TGFb SMAD3 inh 31%[activator], CCT chaperon mod 1.9, Nrf2 inh inconclusive, pAkt inh inactive, Nrf2 ARE act 0.3%, A549 viability 0%, MmCpn inh -4%, S2 tox inactive and HepG2 viability 3%.
For COc1ccc(CNC(=O)CN2CCN(C(c3ccccc3)c3ccccc3)CC2)cc1 the results were TGFb SMAD3 inh -15%, CCT chaperon mod 0.9, Nrf2 inh -20%, pAkt inh inactive, Nrf2 ARE act 0.5%, A549 viability 0%, MmCpn inh 1%, S2 tox inactive and HepG2 viability -5%.
Screening CC1=C(C(=O)Nc2ccc(F)cc2)C(c2ccncc2)C2=C(CCCC2=O)N1 (stereo unspecified) returned TGFb SMAD3 inh 14%, CCT chaperon mod -2.3, Nrf2 inh -15%, pAkt inh inactive, Nrf2 ARE act -0.5%, A549 viability 7%, MmCpn inh 1%, S2 tox inactive and HepG2 viability 4%.
Screening COc1ccc(C(C)NC(=S)NCc2ccc(F)cc2)cc1 (stereo unspecified) returned TGFb SMAD3 inh inconclusive, CCT chaperon mod 0.8, Nrf2 inh -20%, pAkt inh inactive, Nrf2 ARE act 0.2%, A549 viability 4%, MmCpn inh -2%, S2 tox inactive and HepG2 viability -14%.
C=CCOc1ccc(NC(=O)C2CC(=O)N(C(C)C)C2)cc1 (stereo unspecified) was read as TGFb SMAD3 inh 10%, CCT chaperon mod -2.4, Nrf2 inh 11%, pAkt inh inactive, Nrf2 ARE act 0.5%, A549 viability 1%, MmCpn inh 0%, S2 tox inactive and HepG2 viability 9%.
Screening CCCC(C)C(=O)Nc1nc(C)c(-c2csc(Nc3cc(OC)ccc3OC)n2)s1 (stereo unspecified) returned TGFb SMAD3 inh 4%, CCT chaperon mod -3.4, Nrf2 inh -21%, pAkt inh inactive, Nrf2 ARE act -1.0%, A549 viability 1%, MmCpn inh inconclusive, S2 tox inactive and HepG2 viability -5%.
For COc1cc(CN2CCCC(N3CCN(c4ccc(F)cc4)CC3)C2)ccc1F (stereo unspecified) the results were TGFb SMAD3 inh -1%, CCT chaperon mod 0.0, Nrf2 inh 18%, pAkt inh inactive, Nrf2 ARE act 0.4%, A549 viability -1%, MmCpn inh -3%, S2 tox inactive and HepG2 viability -8%.
For O=C(Cc1cccs1)NCCS(=O)(=O)N1CCN(c2ccccc2)CC1 the results were TGFb SMAD3 inh 0%, CCT chaperon mod -0.3, pAkt inh inactive, Nrf2 ARE act 0.1%, S2 tox inactive and HepG2 viability -11%.
Screening Cc1cc(C)n2nc(C(=O)N3CCCC(CNS(=O)(=O)c4cccs4)C3)cc2n1 (stereo unspecified) returned TGFb SMAD3 inh 9%, CCT chaperon mod -2.3, Nrf2 inh 20%, pAkt inh inactive, Nrf2 ARE act 5.4%, A549 viability 0%, MmCpn inh -1%, S2 tox inactive and HepG2 viability 1%.
COc1ccc(/C=N/NC(=O)CCn2cnc(-c3ccccc3)c2-c2ccccc2)cc1 was read as TGFb SMAD3 inh 11µM*, CCT chaperon mod -1.2, Nrf2 inh inconclusive, pAkt inh inactive, Nrf2 ARE act -0.1%, A549 viability inconclusive, MmCpn inh 1%, S2 tox inactive and HepG2 viability -35%.
For COc1ccc(C)cc1NC(=O)NC1CCCCCCC1 the results were TGFb SMAD3 inh 0%, CCT chaperon mod -1.6, Nrf2 inh -11%, pAkt inh inactive, Nrf2 ARE act 0.1%, A549 viability -5%, MmCpn inh 2%, S2 tox inactive and HepG2 viability -8%.
Screening O=C(COc1ccc(S(=O)(=O)N2CCOCC2)cc1Cl)N1CCCC1 returned TGFb SMAD3 inh 16%, CCT chaperon mod 2.1, Nrf2 inh 1%, pAkt inh inactive, Nrf2 ARE act -0.5%, A549 viability -10%, MmCpn inh 0%, S2 tox inactive and HepG2 viability 12%.
COC(=O)c1ccc2c(=O)[nH]c(COC(=O)c3c(-c4ccccc4)noc3C)nc2c1 was read as TGFb SMAD3 inh inconclusive, CCT chaperon mod 1.2, Nrf2 inh -45%, pAkt inh inactive, Nrf2 ARE act -0.3%, A549 viability -2%, MmCpn inh 1%, S2 tox inconclusive and HepG2 viability -3%.
CCn1ccc2cc(S(=O)(=O)N3CCCN(C(=O)Nc4ccc(C)cc4)CC3)ccc21 was read as TGFb SMAD3 inh -12%, Nrf2 ARE act -0.4%, A549 viability 9%, S2 tox inactive and HepG2 viability -15%.
Screening Cc1ccc(CN(C)C(=O)c2ccc3c(c2)NC(=O)CS3)o1 returned TGFb SMAD3 inh 0%, CCT chaperon mod -0.1, Nrf2 inh -6%, pAkt inh inactive, Nrf2 ARE act 6.0%, A549 viability 3%, MmCpn inh -1%, S2 tox inactive and HepG2 viability -4%.
Screening Cc1[nH]nc(C(F)(F)F)c1N=NN1CCOCC1 returned TGFb SMAD3 inh 0%, CCT chaperon mod -0.8, Nrf2 inh inconclusive, pAkt inh inactive, Nrf2 ARE act -3.5%, A549 viability inconclusive, S2 tox inconclusive and HepG2 viability -38%.
For COc1ccc(S(=O)(=O)N(CC(=O)NC2CCCCC2)c2ccc(F)cc2)cc1 the results were TGFb SMAD3 inh 18%, CCT chaperon mod -0.1, Nrf2 inh 17%, pAkt inh inactive, Nrf2 ARE act 0.0%, A549 viability 2%, MmCpn inh 0%, S2 tox inactive and HepG2 viability -21%.
O=C(CSc1cn(CCNC(=O)c2ccccc2F)c2ccccc12)NCC1CCCO1 (stereo unspecified) was read as TGFb SMAD3 inh -7%, CCT chaperon mod -3.2, Nrf2 inh -18%, pAkt inh inactive, Nrf2 ARE act -0.5%, A549 viability 1%, MmCpn inh -2%, S2 tox inconclusive and HepG2 viability -21%.
O=C(CN1C(=O)CCc2cc(S(=O)(=O)N3CCOCC3)ccc21)Nc1cccc(Cl)c1 was read as TGFb SMAD3 inh -18%, Nrf2 ARE act 3.6%, A549 viability 1%, S2 tox inactive and HepG2 viability 1%.

High-throughput results from PubChem BioAssay.

Random draw from the library; any-hit rate near 4.4%.
